# Platelet DG rel – modulates dense granule release in human platelets; 0.22% of 300,000 active; human platelet-rich plasma, SFLLRN dense granule ATP release, luminescence; inhibition, %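 (compounds screened at 7.5 µM in platelet-rich plasma)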;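 active = mean replicate score, as percent of positive control, at or above 50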
# HSF-1 act – increases HSF-1 driven luciferase reporter signal | 1.7% of 300,000 active | activation, % at 9 µM | NIH3T3-HGL HSF-1 luciferase reporter, MG132, 8 h; 100% = twice DMSO control signal | AID 504408;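 active = mean replicate activation of at least 50% with a set share of replicates each reaching 50%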;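 also: 0% = median of the neutral control wells and 100% = twice that signal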
# HSF1 inhib – HSF1 inhibition; activity change, negative = inhibition, % at 7.5 µM (by protocol); 0.77% of 300,000 active; NIH3T3-HGL HSE-luciferase, MG132-induced, luminescence 8 h; hits give low values;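 active = more than half of replicate wells show activity change below -50%, luminescence cut by over half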;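 also: luciferase reports HSF-1 transcriptional activity via heat shock element; 0% = median of DMSO wells and -100% = zero luminescence signal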
# IEC-6 cytotox – kills IEC-6 intestinal cells in KLF5 counter-screen. 0.78% of 290,000 active. inhibition, % at 5 µM. IEC-6 cytotoxicity, luminescence viability; in the data active = inhibition above about 22%;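 also: 0% = plate median of test compound wells and 100% = cytotoxic reference compound wells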
# HIF activator – HIF pathway transcriptional activation; U2OS HRE-luciferase reporter, luminescence; normalized: DMSO 0%, desferrioxamine 100%; activation, % at 7.5 µM (by protocol); 0.32% of 300,000 active; AID 1910;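 active = mean activation of at least 10% of the iron chelator positive control signal, with at least half of replicates also reaching 10%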
# HSP90 refold inh – inhibitors of HSP90 luciferase refolding in rabbit reticulocyte lysate. luciferase refolding luminescence, 3 h. inhibition, % at 5.6 µM. 0.91% of 290,000 active. AID 1789;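 active = inhibition above the screen-wide mean plus 3 SD, computed separately per campaign, cut at about 16% in these data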;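 also: 0% = DMSO wells and 100% = 60 µM geldanamycin wells; inhibitors lower the luminescence because luciferase stays unfolded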
# AI-2 QS mod – modulates the Vibrio harveyi AI-2 quorum sensing system | Vibrio harveyi JMH597 AI-2 luminescence/OD600 ratio, 9 h; hits give low values; strain lacks LuxN and CqsS sensors; 0 = neutral-control median | 0.4% of 300,000 active | activity change, % at 7.5 µM; in the data active = activity change below about -75%, passing the limit was not always enough;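 also: luminescence divided by OD600 gain over 9 h not by final OD600 alone; inactives centre near 13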
# SKKanGAS inh – SKKanGAS growth inhibition | inhibition, % at 7.5 µM | S. pyogenes SKKanGAS, kanamycin growth, BacTiter-Glo, 6 h | 1.3% of 300,000 active;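 active = mean replicate score, as percent of positive control median, at least 50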;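 also: strain carries kanamycin resistance gene driven by streptokinase promoter and grows in 40 µg/ml kanamycin; loss of luminescence reflects streptokinase promoter inhibition or plain growth inhibition; 0% = median of DMSO wells and 100% = positive control at its reference dose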
# KLF5 inh – inhibitors of KLF5 expression; 0.23% of 290,000 active; inhibition, % at 5 µM; DLD-1 KLF5 promoter-luciferase reporter, luminescence;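 active = inhibition above a per-plate limit of that plate's mean compound inhibition plus 3 SD, cut at about 60% in these data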;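 also: 0% = DMSO wells and 100% = LY294002 at 200 µM; higher means less KLF5 promoter-driven luciferase light; inactives centre near -14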
# aSyn UTR inh – MLPCN primary screen, SNCA 5' untranslated region. alpha-synuclein 5'UTR reporter, inhibitor activity. inhibition, % (tested at 7.5 µM). 0.82% of 300,000 active. AID 1813; in the data active = inhibition above about 60%;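 also: H4 neuroglioblastoma cells stably carrying SNCA 5'UTR luciferase fusion; 0% = DMSO wells and 100% = positive control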
# * = called active by the depositor; nt = no result given. Compounds as they come; any-hit rate near 6%.
SMILES,Platelet DG rel,HSF-1 act,HSF1 inhib,IEC-6 cytotox,HIF activator,HSP90 refold inh,AI-2 QS mod,SKKanGAS inh,KLF5 inh,aSyn UTR inh
O=C(O)C(C(O)c1ccc([N+](=O)[O-])cc1)[n+]1ccccc1 (configuration not stated),-5,-15,3,nt,0.9,nt,-1,2,nt,2
Cn1c(SCC(=O)N2CCCC2)nc2ccccc2c1=O,2,7,0,-1,-0.1,-2,34,-1,-6,-8
O=C(NCCCN1CCOCC1)c1ccccc1N1C(=O)[C@@H]2Cc3c([nH]c4ccccc34)C(c3cccc(Cl)c3)N2C1=O (some centres not stated),6,-1,2,0,-0.2,-2,-8,1,0,31
CCCCn1c(-c2ccc(F)c(F)c2)nc2cc3[nH]c(=O)c(C(C)C)nc3cc21,3,1,2,-4,-2.1,-7,13,28,3,-9
O=C(N/N=C/c1cccc(Oc2ccc([N+](=O)[O-])cc2[N+](=O)[O-])c1)c1cncc(Br)c1,-6,11,8,5,0.0,-2,9,5,2,8
Cc1ccc(NC(=O)CSCc2cc(=O)n3cc(C)sc3n2)c(C)c1,0,-69,-59*,-8,0.1,-1,27,-3,-43,5
CCN(CC)Cc1c[nH]c2c(C(=O)OC)cccc12,-8,8,-7,-1,-0.3,-9,18,-5,-7,-1
COc1ccc(-c2nc(Cc3ccc(Cl)cc3)no2)cc1OC,7,9,5,3,0.2,5,22,-3,-10,26
COc1ccc(CC(=O)N2CCC(Nc3nc4ccccc4n3Cc3ccc(F)cc3)CC2)cc1,0,18,3,1,-2.0,4,26,4,-7,45
CC(C)(C)C1CCc2c(sc(NC(=O)c3cccs3)c2C(=O)N2CCCCC2)C1 (configuration not stated),-11,-44,-37,2,-0.9,-4,23,1,-17,3
CC(=O)c1cccc(NC(=O)NCc2cccnc2)c1,3,12,-4,0,-0.1,-2,14,-7,1,-44
O=C(NCc1nc2ccccc2[nH]1)C1=C[C@H](C2CCCCC2)C[C@H](OCc2ccc(CO)cc2)O1,9,18,9,1,0.1,3,3,33,6,32
OC(C#CCN1CCCCC1)(c1ccccc1)c1ccccc1,-3,14,-2,1,2.9,3,-10,-2,-9,-4
COc1ccccc1NC(=S)NCc1ccc(Cl)cc1,-3,0,9,-11,-0.5,-1,7,4,-29,-7
Cn1c(CCC(=O)Nc2ccccc2F)nnc1SCC(=O)Nc1ccccc1Cl,-1,19,14,3,-0.4,1,6,-8,-18,-8
CC(CNC(=O)CCC(=O)N1CCOc2ccccc21)c1ccccc1 (configuration not stated),6,6,-2,3,0.0,-1,14,-6,-41,-2
O=C(N/N=C/c1ccco1)c1cccc(N2CCCC2=O)c1,-26,4,2,12,0.9,3,14,-8,-6,-40
CCOC(=O)c1cc(CC)sc1N,-2,-4,-2,4,-0.1,5,37,0,-21,-28
COc1ccc(C2/C(=C(/O)c3ccc(S(=O)(=O)N4CCOCC4)cc3)C(=O)C(=O)N2CCN2CCOCC2)cc1 (configuration not stated),-1,0,0,1,-0.4,-2,13,0,2,-19
COc1ccccc1NC(=O)Nc1nc(CC(=O)Nc2ccc(F)cc2)cs1,nt,29,13,nt,0.1,nt,5,14,nt,-9
O=C(CNC(=O)c1ccco1)NCCCc1ccccc1,4,27,15,7,0.0,2,20,0,4,-2
CN(Cc1cccnc1)C(=O)CCCc1c[nH]c2ccccc12,-17,12,-1,-10,-0.6,-1,26,-4,-26,22
O=[N+]([O-])c1cc(Cl)cc(C2=NCCN2)c1,-2,12,-5,1,-0.9,2,39,5,20,3
CCOC(=O)c1c(-c2ccc(C)o2)csc1NC(=S)NC(=O)c1ccc(F)cc1,-3,-45,-32,3,-0.2,1,16,-16,5,-25
CCc1ccccc1NC(=S)N(CCOC)C(C)c1ccco1 (configuration not stated),-2,-14,0,2,-0.1,1,8,11,-30,3
CC(Sc1nncs1)C(=O)NC1CCCCC1C (configuration not stated),-1,3,-4,4,-0.4,-3,9,24,-6,4
CC(C(=O)c1ccc(-c2ccccc2)cc1)[n+]1ccccc1 (configuration not stated),1,-7,-7,-1,-0.3,-3,8,1,-6,13
Nc1nc(NCc2ccccc2)nc(Nc2ccc(F)cc2)c1[N+](=O)[O-],21,8,-5,6,-0.3,4,7,22,-4,20
CCOc1ccc(-c2nnc(-c3ccc(OC)cc3)o2)cc1,-11,16,11,0,0.0,0,-1,-16,-19,-76
CCOc1cc(/C=C(\C#N)c2[nH]nc(N)c2C#N)ccc1O,2,-15,-3,4,-0.5,-1,25,42,-12,56
CCCSc1nnc(NC(=O)CCc2ccccc2)s1,-1,9,-1,7,0.3,-6,22,12,-24,-12
Cc1cc(=O)oc2cc(NC(=O)C3CCCC3)ccc12,-8,13,6,2,0.7,-1,20,-1,-46,-85
COCCN(CCOC)S(=O)(=O)c1ccc(C(=O)Nc2ccc(S(=O)(=O)Nc3nccc(C)n3)cc2)cc1,-2,30,-2,-3,-0.3,1,12,2,-45,-26
COc1cccc(NC(=O)C2CCN(S(=O)(=O)c3ccc4c(c3)NC(=O)C(C)S4)CC2)c1 (configuration not stated),2,24,20,-2,3.2,-1,19,15,-26,-68
CCOC(=O)c1cnc2nc(C(F)(F)F)[nH]n2c1=O,6,11,-6,1,-0.1,5,15,-3,-11,17
O=C(c1cc([N+](=O)[O-])ccc1N1CCOCC1)N1CCN(S(=O)(=O)c2ccc(F)cc2)CC1,17,-5,-2,nt,0.2,nt,19,-6,nt,12
O=C(CN1CCC(Cc2ccccc2)CC1)NC(=O)NCc1ccccc1,16,-2,-2,2,0.1,-3,-19,-16,-50,-18
O=C(c1ccco1)n1nc(-c2ccccc2)nc1NCc1ccco1,-1,20,7,-1,0.4,-1,1,2,9,-16
COc1cccc(/C=N/Nc2nnc(C)n2N)c1O,12,68*,39,-9,3.8,3,23,1,-35,-51
CC1=NN(c2ccccc2)C(=O)C1/C=C1/NC(=S)NC1=O (configuration not stated),0,17,0,1,0.1,-2,25,5,-15,16
COc1ccc([N+](=O)[O-])cc1NC(=O)Cc1ccc(Cl)cc1,4,3,-6,-4,-0.3,-4,18,3,-19,39
Cc1ccc(S(=O)(=O)NCCSCc2ccccc2)cc1,-29,28,4,-9,-0.1,2,15,-13,5,-11
COc1cc(/C=N/NC(=O)c2cc[n+]([O-])cc2)cc(OC)c1OC,16,12,-5,1,0.2,4,-1,6,-25,3
CN=C(Cc1ccccc1)C1=C(O)CC(C)(C)CC1=O,8,-2,1,-1,-0.5,-1,24,22,-52,2
CS(=O)(=O)N1CCN(c2ccccc2NC(=S)NC(=O)c2cccs2)CC1,-2,10,6,4,-0.2,4,16,28,-15,19

# Some values from the list.
# CCOC(=O)c1cnc2nc(C(F)(F)F)[nH]n2c1=O @ HSF-1 act = 11
# CN=C(Cc1ccccc1)C1=C(O)CC(C)(C)CC1=O @ HSF1 inhib = 1
# CCCSc1nnc(NC(=O)CCc2ccccc2)s1 @ HSP90 refold inh = -6

# Later entries
SMILES,Platelet DG rel,HSF-1 act,HSF1 inhib,IEC-6 cytotox,HIF activator,HSP90 refold inh,AI-2 QS mod,SKKanGAS inh,KLF5 inh,aSyn UTR inh
O=C(c1ccco1)N1CCN(C2CC(=O)N(c3ccc(F)c(Cl)c3)C2=O)CC1 (configuration not stated),-4,19,0,3,-1.0,0,15,2,15,-12
Cc1nnc(SCCn2c(N3CCCCC3)nc3c2c(=O)[nH]c(=O)n3C)s1,5,-16,-8,-2,0.5,-3,21,3,-13,15
Cc1ccc(S(=O)(=O)c2c(C)nn(C(C)(C)C)c2OC(=O)c2ccc(Br)o2)cc1,-3,-5,-16,7,1.8,2,1,4,-21,29
O=C(Nc1sc2c(c1C(=O)NCCCO)CCCC2)c1ccccc1,6,25,6,-3,-5.6,0,40,-1,-41,1
COC(=O)CCC(=O)OC1(C)C(=O)C2=CN(CC3CC3)C(c3ccc(OC)cc3)=CC2=C(Br)C1=O (configuration not stated),1,3,2,nt,-0.5,nt,35,9,nt,13
Cc1ccc(Cn2c(NC(=O)c3ccco3)nc3ccccc32)cc1,1,1,-3,5,-0.5,0,24,32,-5,32
CCC(C)(C)NC(=O)C(c1cccc(OC)c1OC)N(Cc1ccccc1)C(=O)CCC(=O)Nc1cc(C)on1 (configuration not stated),6,3,1,-3,0.0,-1,11,-1,-10,-10
CCCCN(CC)CCNC(=O)CN(C)S(=O)(=O)c1ccc2c(c1)c(=O)n(C)c(=O)n2C,11,1,2,-3,0.0,-4,14,2,1,-3
CCCC(=O)N1CCN(c2ccc(NC(=O)c3cc4ccccc4o3)cc2Cl)CC1,3,-78,-79*,-9,0.3,1,35,37,-12,-48
CCCCCNc1nc2ccccc2nc1NS(=O)(=O)c1cccs1,3,-6,-1,0,0.0,0,21,-7,-31,-22
CCOc1ccc(OCC(=O)N(CCC2=CCCCC2)c2c(N)n(Cc3ccccc3)c(=O)[nH]c2=O)cc1,-2,4,-1,nt,0.4,nt,8,4,nt,25
CCOc1ccc(C(F)(F)F)cc1NC(=O)COc1ccc(C(F)(F)F)cc1[N+](=O)[O-],-3,0,-1,-4,1.5,1,4,-2,-32,-20
COc1ccc(S(=O)(=O)N2CCOc3ccccc32)cc1,-3,4,-10,60*,2.6,-1,1,6,52,7
O=C(N1CCCCC1)N1CCN(S(=O)(=O)c2cccc([N+](=O)[O-])c2)CC1,-13,1,1,4,-0.2,-3,12,-2,3,3
O=C(NC1=NCCS1)c1sc2cc(Cl)cc(Cl)c2c1Cl,15,2,13,1,0.3,-4,27,-9,-22,-64
CC(NC(=O)CSc1nc(=O)cc(N)n1-c1ccccc1)c1ccccc1 (configuration not stated),10,-3,-1,7,0.7,-2,15,1,-30,3
O=C(CN(CC1CCCO1)C(=O)CNS(=O)(=O)c1ccc(F)cc1)NCc1ccco1 (configuration not stated),-9,-8,-3,-7,0.5,-4,9,-4,-2,11
O=C(COC(=O)c1nc(Cl)ccc1Cl)c1ccccc1Cl,-9,17,-1,nt,0.3,nt,-9,1,nt,3
COc1ccccc1NC(=S)NC12CN3CN(CN(C3)C1)C2,4,1,-9,1,0.2,-1,18,-2,-5,-11
CCc1ccc(OCCCCCn2ccnc2)cc1,1,14,-7,8,-16,-2,11,1,-29,-66
COc1ccc(N(CC(=O)NCc2ccccn2)S(=O)(=O)c2ccccc2[N+](=O)[O-])c(OC)c1,1,-10,-2,-3,0.1,0,11,1,-21,-7
Cc1ccc(Cl)cc1NC(=O)c1ccc(Cn2cc(Cl)cn2)cc1,-4,5,2,-1,-0.8,-1,28,3,6,55
Cc1ccc(C)c(N2CCN(S(=O)(=O)c3ccc4c(c3)CC(C)N4C(=O)C3CC3)CC2)c1 (configuration not stated),-6,-5,6,-4,-0.5,-5,36,-10,-11,-2
O=C(COc1ccc(Cl)cc1)NCCC1=CCCCC1,1,16,14,2,nt,1,9,-3,-31,-5
CC(C)(C)S(=O)(=O)c1cnc2c(-c3ccc(Cl)cc3)cnn2c1N,3,4,1,-4,1.5,2,1,-7,-21,-78
CN1CCN(c2ccc(S(=O)(=O)N3CCCCC3)cc2NC(=O)/C=C/c2ccc(OC(F)F)cc2)CC1,6,-6,3,nt,0.7,nt,13,0,nt,-34
CS(=O)(=O)N1CCC(C(=O)Nc2c(F)cccc2F)CC1,-1,-42,-24,-5,-0.5,-2,11,3,-11,-23

# Assay outcomes: PubChem, several laboratories
